# Screening data: PubChem BioAssay, several laboratories
# NSD2 inh: NSD2 histone methyltransferase inhibitors, primary screen, biochemical, AlphaScreen, single concentration, set 2; Histone-lysine N-methyltransferase NSD2 (Homo sapiens), O96028; NSD2 peptide methylation, 120 min; inhibition, % at 12.5 µM; 0.54% of 310,000 active; in the data active = inhibition above about 50%
# dFosB activator: activators of delta FosB homodimer, primary screen, biochemical, fluorescence polarization, TAMRA-CDK5 oligo, single point; Protein FosB (Mus musculus), P13346; purified delta FosB; percent of positive-control signal above neutral wells; activation, % at 25 µM; 0.99% of 340,000 active;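 active = mean activation above about 17%, with every replicate also reaching it, limit read from the data, passing the limit was not always enough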;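 also: fluorescence polarization rise as delta FosB binds a TAMRA Cdk5 AP-1 oligo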
# SUMO Mot1 rescue: yeast Mot1-301 growth rescue at high temperature, primary screen, SUMOylation pathway inhibitor project, S. cerevisiae, ATP luminescence, 38.5C. 1% of 320,000 active. S. cerevisiae Mot1-301 growth rescue; percent above DMSO median, 100 means doubled. growth rescue, % at 18.8 µM;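 active = every valid replicate shows activation above 250% relative to neutral control wells; inactive = the rest, any valid replicate at or below 250%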;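 also: OY570 slx delta 5 strain wells were the positive control but not used for scaling; some compounds called inactive have numbers as strong as hits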
# PvdQ acylase: P. aeruginosa PvdQ acylase inhibitors, primary screen, biochemical, fluorescence, plate reader and imaging, single point; inhibition, % at 10 µM; AID 488965, 2010; purified PvdQ acylase; 0.063% of 340,000 active; in the data active = inhibition above about 30%, passing the limit was not always enough;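 also: 0% = vehicle neutral wells and 100% = reference inhibitor wells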
# Cardiac RTF inh: cardiac RTF calcium sensitivity inhibitors, primary screen, biochemical, IANBD-TnC fluorescence, EC70 calcium. inhibition, % at 7.15 µM. IANBD-labeled cardiac RTF, Ca2+ fluorescence. Troponin I, cardiac muscle (Homo sapiens) + Troponin T, cardiac muscle (Homo sapiens) + …. 0.12% of 340,000 active;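 active = inhibition above the mean inhibition of all tested compounds plus 3 SD, cut at about 17% in these data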;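 also: assay run at fixed EC70 calcium of 1.6 mM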
# cardiac RTF act: cardiac RTF calcium sensitivity activators, primary screen, biochemical, IANBD-TnC fluorescence, EC20 calcium | Troponin I, cardiac muscle (Homo sapiens) + Troponin T, cardiac muscle (Homo sapiens) + … | IANBD-labeled TnC RTF fluorescence at EC20 calcium; 0% EC20 calcium, 100% full calcium | activation, % at 7.2 µM | 0.24% of 340,000 active | AID 493008, 2010;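 active = activation above the mean over all tested compounds plus 3 SD, cut at about 30% in these data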;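 also: rise in fluorescence read as greater calcium sensitivity of cardiac thin filaments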
# PfHsp90 set2: growth inhibition of PfHsp90-expressing yeast, primary screen, antimalarial PfHsp90 inhibitor project, S. cerevisiae, BacTiter-Glo luminescence, single point, set 2; BacTiter-Glo ATP, 48 h; yeast lacking PDR1 and PDR3 efflux regulators; inhibition, % at 9.4 µM; 0.32% of 310,000 active; AID 504621, 2011;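 active = every replicate shows inhibition above about 80%, whatever the replicate mean, limit read from the data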;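 also: 0% = DMSO neutral controls and 100% = 20 µM radicicol positive controls; yeast relying on Plasmodium falciparum Hsp90 in place of its own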
# Keap1-Nrf2 PPI: Keap1-Nrf2 protein-protein interaction inhibitors, primary screen, biochemical, fluorescence polarization, single point. Kelch-like ECH-associated protein 1 (Homo sapiens), Q14145. 0.15% of 340,000 active. AID 504523, 2011. inhibition, % at 9.4 µM. Keap1 Kelch-Nrf2 peptide fluorescence polarization, 1536-well; in the data active = inhibition above about 12%;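 also: human Keap1 Kelch domain with fluorescein labeled Nrf2 9mer peptide probe; 0% = neutral control wells and 100% = peptide positive control; higher means more block of Keap1 binding to Nrf2 peptide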
# LANA DNA inh: inhibitors of KSHV C-LANA binding to DNA, primary screen, biochemical, fluorescence polarization, FAM-LBS DNA, MBP-C-LANA, single point; 0.078% of 340,000 active; Kaposi's sarcoma herpesvirus LANA C-terminal domain (residues 932-1162) DNA binding; inhibition, % at 9 µM; AID 504423, 2011;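 active = highest replicate inhibition at or above 60% at 9 µM, even if other replicates fall short; inactive = all replicates below 60% inhibition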;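 also: 0% = neutral control wells and 100% = 4 µM acridine orange control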
# CDK5 inh: inhibitors of human CDK5/p35 kinase, primary screen, biochemical, single concentration. Cyclin-dependent kinase 5 (Homo sapiens) + Cyclin-dependent kinase 5 activator 1 (Homo …. Recombinant CDK5/p35, ADP-Glo luminescence, 60 min. inhibition, % at 10 µM. 0.01% of 330,000 active;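 active = highest replicate inhibition of at least 50% and at least 75% of replicates reaching 50%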;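 also: plate controls were DMSO neutral control for no effect and GW8510 at 10 µM for full effect; many of its hits are not listed in these tables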
# Target sequence (Q00535 whole entry, looked up): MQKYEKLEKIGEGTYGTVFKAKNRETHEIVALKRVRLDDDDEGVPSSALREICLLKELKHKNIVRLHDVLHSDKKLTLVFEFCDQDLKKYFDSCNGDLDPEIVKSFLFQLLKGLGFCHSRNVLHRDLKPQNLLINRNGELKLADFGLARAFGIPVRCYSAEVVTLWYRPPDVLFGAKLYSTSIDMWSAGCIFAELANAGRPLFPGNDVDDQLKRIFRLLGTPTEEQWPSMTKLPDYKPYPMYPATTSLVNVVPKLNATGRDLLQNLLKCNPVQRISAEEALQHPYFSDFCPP
# Target sequence (Q15078 whole entry, looked up): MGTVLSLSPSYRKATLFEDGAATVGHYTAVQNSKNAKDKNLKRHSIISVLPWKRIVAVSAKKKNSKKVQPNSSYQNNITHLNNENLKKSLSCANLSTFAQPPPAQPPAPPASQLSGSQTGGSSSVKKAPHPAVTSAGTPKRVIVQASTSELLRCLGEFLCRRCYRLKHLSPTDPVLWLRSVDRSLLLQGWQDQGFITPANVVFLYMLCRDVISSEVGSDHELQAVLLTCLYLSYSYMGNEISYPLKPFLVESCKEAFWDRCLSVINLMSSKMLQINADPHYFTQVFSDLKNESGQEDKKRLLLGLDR
# Rtt109 Vps75: inhibitors of C. albicans Rtt109/Vps75 HAT, primary screen, biochemical, ThioGlo CoA-SH fluorescence, plate reader; 0.16% of 330,000 active; purified Rtt109/Vps75, 4 h; inhibition, % at 34.9 µM; AID 540336, 2011; Histone acetyltransferase RTT109 (Candida albicans (strain SC5314 / ATCC MYA-2876)), …;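 active = inhibition of at least 50% in every replicate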
# Target sequence (Q5AAJ8 whole entry, looked up): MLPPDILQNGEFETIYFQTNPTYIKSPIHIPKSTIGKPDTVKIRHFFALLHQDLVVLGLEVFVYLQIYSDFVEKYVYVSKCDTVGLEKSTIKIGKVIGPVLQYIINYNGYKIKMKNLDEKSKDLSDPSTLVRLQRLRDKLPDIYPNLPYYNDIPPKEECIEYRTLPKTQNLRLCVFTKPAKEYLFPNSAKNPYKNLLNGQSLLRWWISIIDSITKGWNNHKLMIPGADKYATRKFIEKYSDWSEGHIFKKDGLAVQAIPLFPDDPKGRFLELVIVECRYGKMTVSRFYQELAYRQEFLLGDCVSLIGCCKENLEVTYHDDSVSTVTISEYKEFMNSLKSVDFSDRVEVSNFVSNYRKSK
# Starred values were filed as active, the others as inactive; . = not tested or not shown.
# Start of the data: the first eight compounds as a preview:
SMILES,NSD2 inh,dFosB activator,SUMO Mot1 rescue,PvdQ acylase,Cardiac RTF inh,cardiac RTF act,PfHsp90 set2,Keap1-Nrf2 PPI,LANA DNA inh,CDK5 inh,Rtt109 Vps75
COC(=O)C1(CCSC)NC(c2ccc(OC)cc2OC)C2C(=O)N(c3cccc(C(C)=O)c3)C(=O)C21 (centres undefined),-1,-7,-1,-9,-3,2,13,-4,-0.2,1.5,-1
N#Cc1c(C(F)(F)F)cc(=O)n2c1[nH]c1ccccc12,-7,-3,1,-23,-12,9,6,-5,1.0,2.5,4
Cc1nnc2sc(SCC(=O)Nc3cccc(Cl)c3)nn2c1=O,-14,-3,-2,-21,-4,1,15,2,-1.4,-1.4,10
CCn1c(C)nc([N+](=O)[O-])c1Sc1ccc(F)cc1,4,-3,1,-11,-11,-6,4,-3,-1.3,-0.5,-11
Cc1cc(CN(C)C(=O)c2cc(COc3ccc(C)c(C)c3)on2)on1,6,-5,-9,-8,-4,-4,5,0,-0.1,3.5,5
CC(NC(=O)c1ccncc1)C(c1cccs1)N1CCOCC1 (centres undefined),-3,-3,424,4,-4,4,-4,3,0.7,0.0,-9
O=c1[nH]c(C2CCN(S(=O)(=O)c3ccccc3F)CC2)nc2c1nnn2Cc1ccc2c(c1)OCCO2,-4,-5,-1,-23,-7,-2,-29,-2,-2.1,-7.2,7
CC1CCN(C(=O)Cc2nn(C)c(=O)c3ccccc23)CC1,0,2,0,-9,-6,-5,4,0,0.0,0.2,-2

# The list itself, repeating the preview:
SMILES,NSD2 inh,dFosB activator,SUMO Mot1 rescue,PvdQ acylase,Cardiac RTF inh,cardiac RTF act,PfHsp90 set2,Keap1-Nrf2 PPI,LANA DNA inh,CDK5 inh,Rtt109 Vps75
COC(=O)C1(CCSC)NC(c2ccc(OC)cc2OC)C2C(=O)N(c3cccc(C(C)=O)c3)C(=O)C21 (centres undefined),-1,-7,-1,-9,-3,2,13,-4,-0.2,1.5,-1
N#Cc1c(C(F)(F)F)cc(=O)n2c1[nH]c1ccccc12,-7,-3,1,-23,-12,9,6,-5,1.0,2.5,4
Cc1nnc2sc(SCC(=O)Nc3cccc(Cl)c3)nn2c1=O,-14,-3,-2,-21,-4,1,15,2,-1.4,-1.4,10
CCn1c(C)nc([N+](=O)[O-])c1Sc1ccc(F)cc1,4,-3,1,-11,-11,-6,4,-3,-1.3,-0.5,-11
Cc1cc(CN(C)C(=O)c2cc(COc3ccc(C)c(C)c3)on2)on1,6,-5,-9,-8,-4,-4,5,0,-0.1,3.5,5
CC(NC(=O)c1ccncc1)C(c1cccs1)N1CCOCC1 (centres undefined),-3,-3,424,4,-4,4,-4,3,0.7,0.0,-9
O=c1[nH]c(C2CCN(S(=O)(=O)c3ccccc3F)CC2)nc2c1nnn2Cc1ccc2c(c1)OCCO2,-4,-5,-1,-23,-7,-2,-29,-2,-2.1,-7.2,7
CC1CCN(C(=O)Cc2nn(C)c(=O)c3ccccc23)CC1,0,2,0,-9,-6,-5,4,0,0.0,0.2,-2
COc1ccc(/C(C)=C2\SC(=S)N(CCC(=O)O)C2=O)cc1,1,-10,-7,-2,-2,4,.,0,1.9,-0.6,21
COc1ccccc1C(=O)Nc1ccc(S(=O)(=O)N2CCC(C)CC2)cc1,-1,-13,3,-8,-1,-1,21,0,1.9,-4.0,10
Cc1cc(C)n2nc(SCC(=O)N3CCC(C)CC3)nc2n1,0,2,-6,-12,-2,-3,10,3,3.7,-0.3,-1
C=CC[C@H](CC(=O)N(CCO)Cc1ccccc1)C(=O)NC[C@H](OC(=O)[C@@H](CC=C)Cc1ccc(F)cc1)c1ccccc1,.,-8,-9,3,1,-7,7,-1,4.8,-1.1,10
COc1ccc(C(=O)CCN2CCC(C)CC2)cc1,0,-4,9,-18,-4,-1,-3,-4,0.9,0.6,0
Cc1ccc([N+](=O)[O-])c(C(=O)N/N=C/c2cccs2)c1,3,-1,-9,-3,-1,-4,-2,-7,-0.4,-0.7,-9
CCCCn1c(=O)[nH]c(=O)c2c1nc(-c1cc(Br)ccc1OC)n2C,-1,3,215,-5,-1,0,-9,-5,0.7,0.0,-6
CCN(CC)C(=O)c1ccc(Cn2cc([N+](=O)[O-])cn2)o1,0,7,-17,0,-7,1,-22,-7,0.4,-1.4,.
COCc1ccc(CN2CCC(N3CCC(C(=O)N4CCCC4)CC3)CC2)o1,2,0,.,-5,8,-3,2,-6,-1.1,.,2
CCOC(=O)C(=CNc1ccc(NC2=NCC(C)S2)cc1)C(=O)OCC (centres undefined),-4,-1,-10,-3,-4,1,20,2,0.7,1.1,-1
CCC(C)OC(=O)C[N+](C)(C)CCOC1CC2CCC1(C)C2(C)C (centres undefined),-1,0,4,-15,.,.,-10,2,-0.8,0.2,24
COc1ccc(N(CC(=O)Nc2cccc(F)c2)S(=O)(=O)c2c(C)[nH]c(=O)[nH]c2=O)cc1,-4,-6,.,-17,-5,3,-2,-4,-0.4,-0.5,0
COC(c1ccccc1)c1nnc(CCC(=O)N(C)Cc2cccc(-n3cccn3)c2)o1 (centres undefined),.,-1,18,-8,-2,-1,-12,0,-1.2,-0.6,-7
Cc1cccc(C)c1N1CCN(S(=O)(=O)c2ccccc2)CC1,-2,-3,-1,-1,2,-4,4,-1,0.8,-1.7,-3
Cc1ccc(NC(=S)N2CCC(O)CC2)c(C)c1,0,1,8,2,3,-2,-5,-1,2.1,-0.1,3
COC(=O)c1c(NC(=O)/C=C/c2ccc3c(c2)OCO3)sc(C)c1C,0,4,34,-6,-5,2,-9,4,3.9,0.0,-3
CCC(C)c1ccccc1NC(=O)c1cccnc1 (centres undefined),1,-3,0,-21,2,3,11,-8,0.8,1.5,-7
CCOc1ccc(C(=O)C(C)=O)c(OCC)c1,-1,-3,-9,-14,.,.,10,-4,-2.4,-0.7,0
Fc1ccc(CNCc2cccc(Br)c2)cc1,-3,3,20,31*,-11,4,-17,-6,0.1,-5.2,0
Cc1ccc(N(C(=O)CNC(=O)c2ccco2)C(C(=O)NCC2CCCO2)c2ccccc2)cc1C (centres undefined),9,-5,10,4,-17,-8,7,-1,-0.1,-0.6,3
CN(C)C(=O)N1CCC(C(=O)N2CCCC(C(=O)c3ccc(C(C)(C)C)cc3)C2)CC1 (centres undefined),-6,-8,4,-8,-8,5,-18,2,-0.5,0.3,3
COc1ccccc1NCCC#N,0,-8,-4,4,2,-8,-5,-6,0.6,-0.6,9
Cc1onc(-c2ccccc2Cl)c1C(=O)NCc1nc(-c2ccccc2)no1,-4,-7,-5,-8,-3,4,13,-7,0.8,-0.4,-3
COc1cccc(N(C(=O)c2ccco2)C(C(=O)NC2CCCC2)c2ccc(N3CCOCC3)cc2)c1 (centres undefined),6,-13,-19,-3,-4,-10,-13,-1,0.5,-0.5,22
CC1=CC(C)(C)NC(=S)N1c1ccc(C)cc1,-1,1,-8,-13,-2,12,20,-3,-0.7,1.8,5
COc1ccc(CSc2nc(O)cc(=O)n2CC(C)C)cc1F,-5,-4,-10,-20,-23,4,9,0,-1.1,-0.5,-6
CCOc1ccc(NC(=O)COC(=O)CCN2C(=O)C3CC=CCC3C2=O)cc1OCC (centres undefined),21,-12,-6,-17,-13,17,5,45*,22,0.2,2
O=C(NNC(=O)c1ccccc1F)C1=NN(c2ccccc2)C(=O)CC1,-2,1,3,-14,-8,1,7,2,0.4,0.3,-12
CCOC(=O)C1(CC2CC2)CCN(Cc2cn(C)c3ccccc23)CC1,1,-5,5,-4,17*,0,10,-1,2.0,-1.7,.
COc1ccc(OC)c(CCNC(=O)CC2(CC3=NS(=O)(=O)c4ccccc4N3)CCCC2)c1,.,-7,387,3,-4,-1,20,-3,-0.1,0.5,8
CCOc1ccccc1N1CCN(Cc2ccco2)CC1,0,-8,-11,-11,-9,-3,-6,-3,0.6,1.2,1
CCOC(=O)c1c(CSc2cccs2)n(C)c2cc(Br)c(O)c(CN(C)C)c12,10,-14,-17,8,-9,1,13,-5,-1.8,0.8,26
Cc1ccc(N2C(=O)c3ccccc3C2=O)cc1,-1,-3,-29,-8,-7,-1,0,-5,-9.2,0.9,-6
CCO[C@@H]1OC(C(=O)NCc2nc3ccccc3[nH]2)=C[C@H](c2csc3ccccc23)[C@H]1CCCO,.,-6,18,6,0,-4,4,-2,-0.9,1.4,10
COc1ccc(OC)c(NC(=O)c2ccc3c(c2)CCN3S(C)(=O)=O)c1,1,-5,8,10,3,-5,-3,-1,0.4,0.7,1
CCOc1ccccc1NC(=O)CSc1nnc2ccc(-c3cccnc3)nn12,0,-1,23,-13,-8,0,-10,1,0.6,0.1,-2
c1ccc2sc(N3CCCN(Cc4nc(-c5cnccn5)no4)CC3)nc2c1,-4,-3,2,-10,0,-3,71,1,-1.1,-1.3,-2
CC(=O)Nc1ccc(OCCC[n+]2cccc(C(=O)[O-])c2)cc1,3,-4,13,-16,-2,1,-1,-1,0.1,0.3,2
CN(C)S(=O)(=O)c1ccc2c(c1)C(=O)c1cc(S(=O)(=O)N(C)C)ccc1CC2,.,3,-1,-3,-7,0,23,1,-0.4,-0.7,-13
Cc1ccc2cc(CN(Cc3ccco3)S(=O)(=O)c3c(C)ccc4nsnc34)c(=O)[nH]c2c1,2,-7,-6,6,-4,3,.,-6,-1.1,-0.9,-8
Cc1ccccc1-n1nnnc1SCC(=O)NC1CC1,-1,3,10,-10,-5,-6,7,-1,-1.8,-0.9,-3
COc1cccc(N(C(=O)Cn2nnc(-c3cccs3)n2)C(C(=O)NC(C)C)c2ccc(C)o2)c1 (centres undefined),2,-6,5,-11,-4,2,17,0,-0.2,-0.4,0
CN(C)c1c(N)c(=O)oc2ccccc12,-1,2,-31,2,3,-1,-16,-3,-1.1,0.2,-2
